NPYLR7 agonist = mosquito NPYLR7 agonism. HEK293T NPYLR7/Galpha15, GCaMP6s calcium fluorescence. activation, % at 10 µM. 270,000 compounds, 0.15% hits; in the data active = activation above about 40%;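 note: 0% = vehicle and 100% = reference agonist at the receptor; some compounds past the cut are filed as inactive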
hcGAS lum = inhibitors of human cGAS. Q8N884. AID 1259398. inhibition, % at 12.5 µM. 290,000 compounds, 0.081% hits. recombinant h-cGAS, ATP depletion, Kinase-Glo luminescence;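 note: 0% = vehicle reaction and 100% = reaction without DNA for no activity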
Target sequence (Q8N884 whole entry, looked up): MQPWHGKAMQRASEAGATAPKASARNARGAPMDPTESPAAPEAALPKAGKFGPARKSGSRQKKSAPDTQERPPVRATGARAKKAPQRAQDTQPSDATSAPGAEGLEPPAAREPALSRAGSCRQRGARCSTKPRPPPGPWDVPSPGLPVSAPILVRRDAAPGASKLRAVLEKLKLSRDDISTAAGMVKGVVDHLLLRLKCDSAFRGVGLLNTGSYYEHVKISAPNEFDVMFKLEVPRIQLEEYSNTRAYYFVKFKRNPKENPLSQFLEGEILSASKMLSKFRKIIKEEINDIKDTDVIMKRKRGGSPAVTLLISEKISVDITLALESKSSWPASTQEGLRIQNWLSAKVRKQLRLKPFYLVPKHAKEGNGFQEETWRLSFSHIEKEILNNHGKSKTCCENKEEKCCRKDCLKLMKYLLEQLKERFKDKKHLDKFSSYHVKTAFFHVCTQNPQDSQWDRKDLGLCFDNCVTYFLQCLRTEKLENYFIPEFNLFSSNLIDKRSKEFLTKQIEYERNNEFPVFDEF
mcGAS lum = mouse cGAS inhibition by luminescence | Q8C6L5 | recombinant cGAS, Kinase-Glo ATP depletion luminescence | inhibition, % at 12.5 µM | 160,000 compounds, 0.15% hits | AID 1259399;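 note: 0% = negative control wells and 100% = reference inhibitor with no enzyme activity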
* marks the source's active call; other numbers are inactive results; . = not tested or not shown; & = joins results of further samples. Cut-off read from the data, not from the text of the source, unless noted: active = inhibition above about 40%; inactive = the rest.

SMILES | NPYLR7 agonist | hcGAS lum | mcGAS lum
CCOc1ncccc1C(=O)NC1CCN(c2ccccc2)CC1 | -7 | -14 | .
Cc1ccc(CC2(NC(=O)c3cccc(-n4cnnc4)n3)CC2)cc1 | 24 | -6 | .
O=C(NCCCNC(=O)[C@H]1CCCN1C(=O)CCc1ccccc1)c1ccc(F)cc1 | . | -3 | -6
Nc1cc(-c2csc(C(=O)O)c2)c2cc[nH]c2n1 | -1 | -4 | .
CCOC(=O)C1CCN(C(=O)c2coc(CN(Cc3ccccc3)Cc3ccccc3Cl)n2)CC1 | 16 | -3 | -7
CCOC(=O)N1CCC(NCc2n[nH]c3c2CCCCC3)CC1 | -5 | -6 | -13
COCCn1cc(C(=O)NCCC(C)C)c2nn(-c3ccccc3)c(=O)c-2c1 | 4 | -5 | -3
C=CCN1C(=O)C2C(C1=O)C1(Br)c3ccccc3C2(Br)c2ccccc21 (configuration not stated) | 18 | -9 | -7
Cc1cc(NC2CC(=O)N(CC(C)(C)C)C2)nc(-c2ccccc2)n1 (configuration not stated) | 9 | -3 | .
O=C(O)C1CC(=O)N(CCN2CCCOC2=O)C1 (configuration not stated) | . | -15 | -7
CC(C)NC(=O)N(Cc1c(-c2ccccc2)noc1N1CCc2ccccc2C1)CC1CCCO1 (configuration not stated) | -8 | 0 | 0
Cc1nsc(NC(=O)N2CCC(Sc3ccccc3C)CC2)n1 | 0 | 0 | .
CC(C)CCC1=NC2(CCN(C(=O)C3CCOC(C)(C)C3)CC2)C(=O)N1 (configuration not stated) | 4 | 0 | -16
O=C(CN1CCN(C(=O)c2cccs2)CC1)Nc1ccc(I)cc1 | 0 | 3 | .
Cc1ncc2c(c1CNS(=O)(=O)N(C)C)CCN(C(=O)Cc1c(F)ccc(F)c1F)C2 | 17 | -3 | -9
CCCC(C)C(=O)N1CCc2cc(OC)c(OC)cc2C1c1ccccc1Cl (configuration not stated) | 8 | -6 | -7
CCN1CCN(Cc2nc3c(c(=O)n(C)c(=O)n3C)n2CCN2CCOCC2)CC1 | 2 | 3 | -5
CSC1=NCCN1C(=O)CCC(=O)c1ccc(F)cc1F | 4 | -7 | .
Cc1ccc2nc(CN3CCC4(CCCO4)CCC3=O)cn2c1 (configuration not stated) | . | -4 | -13
Cc1ccsc1CN(Cc1ccc2c(c1)OCO2)C(=O)CN(CCN1CCOCC1)S(=O)(=O)c1ccccc1 | 13 | -8 | -5
O=C(Nc1ccc(-c2ccco2)cc1)C1CCCN(C(=O)CCc2cccs2)C1 (configuration not stated) | -3 | -9 | -4
COc1ccc(OCC(=O)N=Nc2c(O)[nH]c3ccc([N+](=O)[O-])cc23)cc1 | 12 | -6 | -8
COc1cccc(CN2CCN(Cc3nc(-c4ccc(OC)c(C)c4)oc3C)CC2=O)c1 | 0 | 5 | .
CC(=O)c1cccc(NCC(=O)N2CCSc3ccccc32)c1 | -3 | 1 | -1
O=C(CSCc1ccccc1Cl)N(Cc1cccnc1)C1CC1 | -1 | -8 | -11

Pulled one by one from above:
SMILES | NPYLR7 agonist | hcGAS lum | mcGAS lum
COCCn1cc(C(=O)NCCC(C)C)c2nn(-c3ccccc3)c(=O)c-2c1 | 4 | -5 | -3
CCN1CCN(Cc2nc3c(c(=O)n(C)c(=O)n3C)n2CCN2CCOCC2)CC1 | 2 | 3 | -5

(more compounds)
SMILES | NPYLR7 agonist | hcGAS lum | mcGAS lum
CCOC(=O)c1ccc2c(c1)nc(SCc1cccc([N+](=O)[O-])c1)n2CCc1ccc(OC)cc1 | 9 | -3 | -7
COCCN=c1scc(-c2ccc(Cl)c(Cl)c2)n1N=Cc1ccc2c(c1)OCCO2 | -8 | -8 | .
NCC(=O)Nc1ccc(-c2cccc3ccsc23)cc1F | 1 | -2 | .
Cn1ccc(NC(=O)C2CCCN2C(=O)c2ccc(Cl)c(Cl)c2)n1 (configuration not stated) | 0 | -5 | -6
Cc1cc(NC(=O)NC2C3CCC(C3)C2CO)no1 (configuration not stated) | -12 | -10 | .
Cc1ccc(N2C(=O)C(c3c(C)[nH]n(-c4cccc(Cl)c4)c3=O)=C(N3CCOCC3)C2=O)cc1 | 8&9 | -3&0 | -9&-4
CCOC(=O)c1cc(-c2cccc(NC(=O)C3CCCCC3)c2)n(-c2ccc(F)cc2)n1 | -6 | 7 | 1
O=C(c1ccoc1)N1CCC2(CCCN(Cc3ccc(F)cc3)C2)C1 (configuration not stated) | 9 | -11 | .
O=C1C=C(NCCN2CCOCC2)CC(c2ccco2)C1 (configuration not stated) | 8 | 2 | .
O=C(c1cc(COc2ccccc2)[nH]n1)N(Cc1cccnc1)C1CC1 | -1 | -4 | .
Cc1nc(-c2cccnc2)nc(NCC(C)C#N)c1C (configuration not stated) | 10 | -9 | .
Cc1nc(CSc2nnnn2C2CCOCC2)sc1C | -6 | 3 | 0
COC(=O)c1ccccc1NC(=O)CSc1nnnn1C1CCCC1 | -3 | -5 | .
COc1cccc(-c2nnc(SCc3ccc(C(=O)N4CCCC4)cc3)n2-c2ccc(F)cc2)c1 | 24 | -7 | -5
O=S(=O)(NCCCNS(=O)(=O)c1ccc(Cl)cc1)c1ccc(Cl)cc1 | -8 | 0 | .
CCOC(=O)C1CCCN(C(=O)c2ccc(Nc3c(OCC)cnn(Cc4ccccc4)c3=O)cc2)C1 (configuration not stated) | -11 | 2 | 1
Cc1ccc(NC(=O)c2sc(=O)n(Cc3cccc(F)c3)c2C)cc1 | 14 | -5 | .
Cc1ccnc(CC(C)N(C)C(=O)C2c3ccccc3-c3ccccc32)c1 (configuration not stated) | 1 | 1 | .
O=C(CCn1ccc(=O)[nH]c1=O)Nc1ccc2c(c1)CCC(=O)N2 | -2 | -14 | .
O=C(NCc1ccccn1)c1cc(-c2ccccc2Cl)nc2cc(-c3ccccc3)nn12 | . | -1 | -9
CCN(C(=O)Nc1c(C(C)C)cccc1C(C)C)C(C)c1nc2ccccc2c(=O)n1-c1ccccc1OC (configuration not stated) | . | -2 | -4
COC(=O)[C@@H]1C[C@@H](N(C)C)CN1S(=O)(=O)c1c(C)ccc2nsnc12 | 0 | 0 | .
Cc1cc(C)c2sc(NC(=O)c3ccc(S(=O)(=O)N4CCc5ccccc5C4)cc3)nc2c1 | 2 | -8 | -9
O=C(c1cc(-c2cccs2)nn1-c1ccccc1Cl)N1CCN(C/C=C/c2ccccc2)CC1 | -1 | -10 | -5
O=C(COc1ccc(Cl)cc1)N1CCC(c2nc(-c3c(Cl)cccc3Cl)no2)CC1 | . | -9 | -5

Shown field by field: entries from further up
Nc1cc(-c2csc(C(=O)O)c2)c2cc[nH]c2n1
- NPYLR7 agonist = -1
- hcGAS lum = -4
- mcGAS lum = .
O=C(c1cc(COc2ccccc2)[nH]n1)N(Cc1cccnc1)C1CC1
- NPYLR7 agonist = -1
- hcGAS lum = -4
- mcGAS lum = .
Cc1nc(-c2cccnc2)nc(NCC(C)C#N)c1C (configuration not stated)
- NPYLR7 agonist = 10
- hcGAS lum = -9
- mcGAS lum = .
O=C(COc1ccc(Cl)cc1)N1CCC(c2nc(-c3c(Cl)cccc3Cl)no2)CC1
- NPYLR7 agonist = .
- hcGAS lum = -9
- mcGAS lum = -5

Next entries
SMILES | NPYLR7 agonist | hcGAS lum | mcGAS lum
COc1cccc(Nc2nc(NCC3CCCO3)nc3c2cnn3-c2ccccc2)c1 (configuration not stated) | 2 | -7 | -7
CCc1c(O)nc(SCC(=O)NC2CCCCC2)[nH]c1=O | . | 7 | 2
COc1ccc(C2c3cc(OC)c(OC)cc3Cc3c4cc(OC)c(OC)cc4cc[n+]32)cc1OC (configuration not stated) | 3 | 3 | -4
COc1ccc(C2Nc3ccccc3C(=O)N2c2ccc(F)cc2)cc1CSc1ccccn1 (configuration not stated) | -10 | 4 | .
O=C(NCc1cccnc1)C1COC2(CCCCC2)N1C(=O)c1ccco1 (configuration not stated) | -2 | -3 | -6
CCOC(=O)C1(Cc2ccccc2Cl)CCN(Cc2ccccn2)CC1 | 3 | -4 | -2
CN(Cc1ccccc1)C(=O)[C@H](Cc1ccc2ccccc2c1)NC(=O)[C@@H]1C[C@@H](O)CN1C(=O)c1cn(C)c2ccccc12 | -10 | -1 | .
COCCCNC(=O)c1ccc(C)c(Oc2nc(Cc3cccc(OC)c3)ns2)c1 | -5 | -4 | -4
O=C(CCc1nnc2ccc(N3CCCC3)nn12)NCC1CCN(C2CCCC2)C1 (configuration not stated) | . | -13 | -6
CC1COC(c2ccccc2)C(C)N1C(=O)CCN1C(=O)CCC1=O (configuration not stated) | -12 | -2 | .
CCCCN(C)S(=O)(=O)c1ccc2c(c1)nc(SCc1ccc(Cl)cc1)n2C1CCCC1 | 0 | -1 | -2
COc1cccc(C(CN2CCN(S(=O)(=O)c3c(C)nn(C)c3Cl)CC2)OCc2ccc(C#N)cc2)c1 (configuration not stated) | 30 | -3 | -6
COc1ccc(CN2CC(OCc3ccncc3)CN(C(=O)Cc3cccnc3)CC2=O)cc1 (configuration not stated) | 16 | -26 | -8
CCCS(=O)(=O)c1c(S(=O)(=O)CCC)c2cnccn2c1C(=O)c1ccc(Cl)cc1 | -2 | -3 | .
O=S(=O)(c1ccc(F)c(F)c1F)N1CCN(C(=S)NC2CC3CCC2C3)CC1 (configuration not stated) | -2 | 4 | .
CN1CCCCCC1C(=O)N1CCc2c(nc(CC3CC3)[nH]c2=O)C1 (configuration not stated) | . | -8 | -4
Cc1noc(-c2ccc(C(C)(C)C)cc2)c1C(=O)NCCCN1CCOCC1 | 7 | -10 | -12
Cc1ccc(-c2cnnn2-c2nonc2N)cc1 | -2 | -1 | -5
O=C(NCc1cccnc1N1CCCCCCC1)C(O)c1ccc(F)cc1 (configuration not stated) | 10 | -1 | -1
Cc1cccc(C(=O)NC(=NC2CCCc3ccccc32)OC(C)C)c1 (configuration not stated) | -5 | -11 | -7
O=C(Nc1cc(Cl)cc(Br)c1OC(F)F)C1CC1 | 0 | -4 | -5
O=C(c1cc(-c2ccco2)nn1-c1ccc(Cl)cc1)N1CCC(Cc2ccccc2)CC1 | -1 | -8 | -6
CN(Cc1cc(-c2ccncc2)no1)Cc1cc2ccccc2o1 | 1 | -5 | -17
COC(=O)c1ccc(C(=O)N2CCc3cc(OC)c(OC)cc3C2c2c(F)cccc2Cl)cc1 (configuration not stated) | 3 | 4 | 2
COc1cc(OC)c(C2=CCN(S(=O)(=O)c3ccc4[nH]c(=O)[nH]c4c3)CC2)c(OC)c1 | 11 | -13 | .

3 compounds out of the list, ordered by count of non-hydrogen atoms, lowest first:
SMILES | NPYLR7 agonist | hcGAS lum | mcGAS lum
Cc1ccc(-c2cnnn2-c2nonc2N)cc1 | -2 | -1 | -5
Cc1cccc(C(=O)NC(=NC2CCCc3ccccc32)OC(C)C)c1 (configuration not stated) | -5 | -11 | -7
O=C(c1cc(-c2ccco2)nn1-c1ccc(Cl)cc1)N1CCC(Cc2ccccc2)CC1 | -1 | -8 | -6

Remaining list, next part
SMILES | NPYLR7 agonist | hcGAS lum | mcGAS lum
O=S(=O)(c1ccc(F)cc1)N1CCN(c2nc(Cc3ccccc3)nc3c2cnn3-c2ccccc2)CC1 | . | -7 | -7
CCN1CCN(C(c2ccc(Cl)cc2)C2Sc3nc(-c4ccco4)nn3C2=O)CC1 (configuration not stated) | -4 | -7 | -6
Cc1cc(OCC(=O)O)no1 | -3 | 0 | -2
CN1C(=O)c2ccccc2N2C(=O)CCC12C(=O)OCN1C(=O)c2ccccc2C1=O (configuration not stated) | 5 | -8 | -6
COCCN1CCC(NC(=O)Nc2cccc(-n3ccc(C)n3)c2)C1 (configuration not stated) | 3 | -14 | .
COc1ccc(Cl)cc1NS(=O)(=O)c1cccc(Br)c1 | 4 | -2 | .
Cc1cccc(CN2CCC(NC(=O)N3CCc4ccccc43)CC2)c1 | -17 | 0 | .
Cc1nn(CCNC(=O)C[C@@H]2C[C@@H]3C=C[C@H]2C3)c(C)c1Cl | 4 | -3 | .
Cc1ccc(OCCNC(=O)Cc2c(C)nc3nc(N)nn3c2C)c(C)c1 | -6 | -6 | .
O=c1ccc(-c2ccco2)nn1CCNS(=O)(=O)c1ccc(C(F)(F)F)cc1 | -1 | 0 | -7
CCOC(=O)N1CCN(c2ccc(/C=C(\C#N)c3nc4ccccc4n3C)o2)CC1 | 342* | -21 | .
O=C1Nc2ccccc2C1=NN1C(=O)c2ccccc2C1=O | -7 | -2 | .
O=C(Cc1ccc2c(c1)OCCO2)Nc1ccccc1N1CCCCC1 | 1 | -2 | .
COc1cc2nc(-c3ccc(C)o3)cc(C(=O)NCc3ccc(SC(F)(F)F)cc3)c2cc1OC | 14 | -6 | -9
CCc1nn(C(CC)C(=O)NC(C)C)c(=O)c2cc3occc3n12 (configuration not stated) | 1 | -1 | -3
Cc1ccc(-c2cc3c(=O)n(Cc4nc(-c5ccc(C)cc5)no4)ccn3n2)cc1 | -6 | -7 | -8
c1ccc(Nc2ccccn2)cc1 | 6 | -6 | -9
COc1cc(C(=O)NNC(=O)c2ccccc2Br)cc2c1OCCO2 | 2 | -6 | -9

Complete entries as entered above. Order of screens: NPYLR7 agonist | hcGAS lum | mcGAS lum
Cc1cccc(CN2CCC(NC(=O)N3CCc4ccccc43)CC2)c1 reads -17 | 0 | .
Cc1nn(CCNC(=O)C[C@@H]2C[C@@H]3C=C[C@H]2C3)c(C)c1Cl reads 4 | -3 | .
COc1cc(C(=O)NNC(=O)c2ccccc2Br)cc2c1OCCO2 reads 2 | -6 | -9
CCOC(=O)N1CCN(c2ccc(/C=C(\C#N)c3nc4ccccc4n3C)o2)CC1 reads 342* | -21 | .
COCCN1CCC(NC(=O)Nc2cccc(-n3ccc(C)n3)c2)C1 (configuration not stated) reads 3 | -14 | .
